# High-throughput results as filed in PubChem.
# Growth percent in the NCI-60 one-dose screen (48 h, 10 µM unless noted): 100 = growth as untreated, 0 = no growth, -100 = all killed.
# HCC-2998: HCC-2998 colon cancer; hit rate 4.7% among 79,000; AID 1794799
# HT29: HT29 colon cancer. hit rate 7.4% among 81,000
# KM12: KM12 colon cancer cells; hit rate 5% among 82,000
# COLO 205: COLO 205 colon cancer | hit rate 7.3% among 79,000 | AID 1794742
# HCT-116: HCT-116 colon cancer | hit rate 7.3% among 82,000 | AID 1794798
# HCT-15: HCT-15 colon cancer | AID 1794746 | hit rate 5.2% among 82,000
# SNB-75: SNB-75 CNS cancer | hit rate 5% among 79,000 | AID 1794750
# SW-620: SW-620 colon cancer; hit rate 5.2% among 82,000
# SNB-19: SNB-19 CNS cancer cells | hit rate 2.5% among 81,000
# Starred values were filed as active, the others as inactive; nt = no result given; & = joins results of further samples; ! = a repeat was not active. Rule for the calls: active = growth percent below 10; inactive = the rest.
SMILES,HCC-2998,HT29,KM12,COLO 205,HCT-116,HCT-15,SNB-75,SW-620,SNB-19
O=C(Nc1ccccc1)Nc1ccc(C(=O)/C=C/c2ccc(N3CCOCC3)cc2)cc1,110,90,97,102,103,85,88,99,82
CCNC(=O)OCCO[C@H]1Cc2cc3ccc(=O)oc3cc2OC1(C)C,112,107,111,116,94,111,90,99,108
O=S(=O)(OCCCCCCCCCCOS(=O)(=O)c1ccc(F)cc1)c1ccc(F)cc1,106,89,98,103,107,93,86,97,82
CC1(C)N=c2cc3c(cc2N1c1ccc(Cl)cc1)=Nc1ccccc1N3c1ccc(Cl)cc1,37,60,77,39,-41*,33,1.8*,54,66
CC(C)(NC(=O)OC1CCCN(C(=O)CN)C1)c1csc(-c2ccc(F)cc2)n1 (centres undefined),103,103,98,105,99,98,80,100,95
C=CCC1CCC/C1=N\O (centres undefined),103,nt,108,104,114,106,105,103,111
COc1c2ccoc2cc2oc(C)c(-c3cc(-c4ccc(F)cc4)c(C#N)c(=O)[nH]3)c(=O)c12,102,98,105,103,91,109,94,108,96
COc1ccc(OCC(=O)Nc2ccc(-c3nc4ccccc4s3)cc2OC)cc1,115,68,79,92,42,89,66,94,nt
NNC(=S)N/N=C/c1ccccn1,29,36,29,15,20,27,60,51,48
CC(=O)Oc1cc(C)ccc1C,95,104,106,110,100,95,86,98,107
COc1ccc2c(c1)C(=C(C#N)C#N)C=CN2C,100,100,106,101,99,107,114,nt,117
COc1cc2cc(Oc3ccc(NC(=O)Nc4cccc(C(F)(F)F)c4)cc3)c(C)nc2cc1OCCN1CCOCC1,89,35,30,35,17,27,78,37,31
Cc1cccc(NC#N)n1,90,96,99,114,94,106,87,100,103
COc1cc(/C=N/NC(=O)CCN2c3ccccc3Sc3ccccc32)cc(OC)c1OC,113,90,81,105,80,96,92,91,90
CC1CC(C)C(C)C(C)(CN(C)C)C1 (centres undefined),95,100,113,110,97,102,80,98,nt
COc1ccc(CCN2C(=O)CSC2=S)cc1OC,111,109,17,117,100,84,112,58,100
COc1ccc(/C=C(\C#N)c2cc3ccccc3n2S(C)(=O)=O)cc1,94,102,69,111,83,46,73,70,82
Clc1ccc(Nc2nnc(-c3ccc4c(c3)OCO4)o2)cc1,99,95,100,107,97,96,121,102,99
CCNC(=O)c1ccc(Cl)cc1,104,100,90,98,104,105,93,100,96
CC(=O)Nc1nc2c(s1)C1=CC[C@H]3[C@@H]4CC[C@H](C(C)=O)[C@@]4(C)CC[C@@H]3[C@@]1(C)CC2,97,28,48,57,60,26,48,82,69
CN(C)c1ccc2cc(-c3nc4ccccc4s3)c(N)nc2c1,78,24,27,84,44,41,64,44,61
CNNCc1ccc(C(=O)NC(C)C)cc1,120,108,103,107,109,108,93,97,107
C/C(CC(c1ccccc1)c1ccccc1)=N/O,104,96,107,112,97,97,85,102,102
COc1ccc(-c2nc3ccc(-c4nnc(SCC(=O)Nc5ccc(OC)c(OC)c5)o4)cc3[nH]2)cc1,117,110,101,111,117,102,101,110,117
Oc1ccc2c(c1)CCc1ccccc1-2,102,95,113,106,98,93,56,103,102

# Arranged by length of the SMILES (low to high): 3 of the compounds above.
SMILES,HCC-2998,HT29,KM12,COLO 205,HCT-116,HCT-15,SNB-75,SW-620,SNB-19
CC1CC(C)C(C)C(C)(CN(C)C)C1 (centres undefined),95,100,113,110,97,102,80,98,nt
Clc1ccc(Nc2nnc(-c3ccc4c(c3)OCO4)o2)cc1,99,95,100,107,97,96,121,102,99
COc1cc2cc(Oc3ccc(NC(=O)Nc4cccc(C(F)(F)F)c4)cc3)c(C)nc2cc1OCCN1CCOCC1,89,35,30,35,17,27,78,37,31

# Additional results:
SMILES,HCC-2998,HT29,KM12,COLO 205,HCT-116,HCT-15,SNB-75,SW-620,SNB-19
COc1ccc(-c2nc(SCC(=O)c3ccc4ccccc4c3)[nH]c(=O)c2C#N)cc1,94,117,102,115,107,101,104,103,102
CN1C(=O)N(c2ccccc2)C2N=c3s/c(=C4\C(=O)Nc5ccccc54)c(=O)n3NC21 (centres undefined),106,106,100,104,100,104,85,103,101
Clc1ccc(/C=C/c2ccc3ccccc3n2)cc1,7.8*!,2.3*!,95&97&16,-6.6*!,63&77&18,82&96&27,-21*!,97&108&23,99&96&42
C/C(=N\NC(=O)COc1ccc(NC(=O)Nc2ccc(Cl)cc2)cc1)c1c[nH]c2ccccc12,106,110,104,120,117,111,79,nt,96
O=C1N(Cc2ccc(Cl)cc2)c2ccccc2S(=O)(=O)N1c1cccnc1Cl,120,117,113,117,104,107,122,113,101
Cc1[nH]c(C(=O)Nc2ccc(C(=O)N3CCNCC3)cc2OC(C)C)c(Cl)c1Cl,-46*,9.8*,51,-47*,14,50,77,-56*,78
Nc1c(C(=O)Nc2cccc([N+](=O)[O-])c2)sc2nc3c(cc12)C(=O)CCC3,87,63,57,41,70,65,23,66,74
C(CCc1nn[nH]n1)CCC1CCCCC1,96,nt,109,98,101,96,87,111,106
O=[N+]([O-])c1ccccc1C(O)Cc1ccc2ccccc2n1 (centres undefined),114,112,88,nt,93,105,86,97,101
Cc1cn[nH]c1,104&105,107&106,106&117,108&108,99&105,101&109,93&86,108&102,97&109
O=C1/C(=C/C=C/c2ccco2)SC(=S)N1C1CCCCC1,97,85,97,73,100,79,103,92,94
CCNc1nnc(COc2ccc3c(C)c(C)c(=O)oc3c2)s1,102,78,87,90,86,102,89,99,99
NC(N)=N/N=C(/c1ccccc1)c1ccc2ccccc2c1,106,104,105,108,106,109,102,107,108
Cc1c(N)c(=O)n(-c2ccccc2)n1C,96,109&99,112&97,115&92,103&96,101&101,96&99,112&81,105&101
c1cncc(-c2nnc3sc(-c4ccc5c(c4)OCCO5)nn23)c1,96&96,102&99,102&103,109&117,100&99,91&94,100&100,104&98,88&96
Cc1c(C(N)=O)sc2ncnc(N)c12,nt,106,105,102,108,96,nt,104,99
CN(C)CCCOC1(Cc2ccc(F)cc2)CCCCCC1,100,80,98,99,105,105,81,100,95
O=C(Nc1ccc(OS(=O)(=O)c2ccc(F)cc2)cc1)C1CCCC1,102,81,97,99,95,92,84,108,99
CN1CCCC1CN1CCCC1 (centres undefined),81,nt,102,106,104,102,101,nt,103
Cc1cc(C(=O)NOCCO)c(Nc2ccc(I)cc2F)n(C)c1=O,-17*,7.2*,28,4.0*,15,68,84,25,58
COc1ccc(NC(=O)Cn2cccc(NC(=O)OCc3ccccc3)c2=O)cc1,116,112,104,111,97,99,79,104,106
CCOC(=O)c1cccc(NC2=C(Cl)C(=O)c3nc(C)ccc3C2=O)c1,122,116,105,120,77,72,108,84,91
O=C1OS(=O)(=O)Nc2ccccc21,97,107,110,111,103,118,96,95,95
COc1cc(/C=N/NC(=O)CC#N)ccc1O,99,101,99,99,94,96,90,100,93
N#Cc1ccccc1-c1ccc(CN2C(=O)S/C(=C\c3ccc(Br)cc3)C2=O)cc1,99,104,99,111,105,99,83,103,93

# 5 of these compounds in a different format:
# Results follow in this order: HCC-2998 | HT29 | KM12 | COLO 205 | HCT-116 | HCT-15 | SNB-75 | SW-620 | SNB-19
O=C1N(Cc2ccc(Cl)cc2)c2ccccc2S(=O)(=O)N1c1cccnc1Cl
→ 120 | 117 | 113 | 117 | 104 | 107 | 122 | 113 | 101
Cc1[nH]c(C(=O)Nc2ccc(C(=O)N3CCNCC3)cc2OC(C)C)c(Cl)c1Cl
→ -46* | 9.8* | 51 | -47* | 14 | 50 | 77 | -56* | 78
Nc1c(C(=O)Nc2cccc([N+](=O)[O-])c2)sc2nc3c(cc12)C(=O)CCC3
→ 87 | 63 | 57 | 41 | 70 | 65 | 23 | 66 | 74
C(CCc1nn[nH]n1)CCC1CCCCC1
→ 96 | nt | 109 | 98 | 101 | 96 | 87 | 111 | 106
O=[N+]([O-])c1ccccc1C(O)Cc1ccc2ccccc2n1 (centres undefined)
→ 114 | 112 | 88 | nt | 93 | 105 | 86 | 97 | 101

# Additional records follow.
SMILES,HCC-2998,HT29,KM12,COLO 205,HCT-116,HCT-15,SNB-75,SW-620,SNB-19
CC1(C)Oc2ccccc2O1,102,111,109,107,104,111,96,108,103
COc1ccc(/C=C2\SC(=O)N(Cc3cc(=O)oc4ccc(Cl)cc34)C2=O)cc1,104,104,101,118,92,105,104,115,97
CN(C)S(=O)(=O)n1cnc([C@H]2c3c(ncn3Cc3ccccc3)C[C@H]3COC(=O)[C@H]32)c1,81,103,113,138,105,94,75,96,106
CC/C(=N\N=C(/CC)c1ccc(Br)cc1)c1ccc(Br)cc1,99,74,99,100,78,85,90,102,108
N#C/C(=C\c1c(-c2ccccc2)[nH]c2ccccc12)C(=O)c1ccc(Cl)cc1,31,17,20,42,31,31,-4.2*,21,55
COc1cc(C2Cc3c(nn(-c4ccc(C)cc4)c(=O)c3C#N)C(O)=C2[N+](=O)[O-])cc(OC)c1OC (centres undefined),108,109,92,105,91,83,63,99,89
COc1cc(/C=N\N=c2\sc3ccccc3n2C)ccc1OCCO,112&101,87&94,95&99,102&117,93&93,67&89,97&83,112&111,95&107
Cc1cc(C)c2c(Nc3ncnc4c3sc3nc(C)cc(C)c34)csc2n1,nt,111,88,107,84,86,95,84,98
Nc1nc(Cl)nc2c1ncn2C1OCC(O)C(O)C1O (centres undefined),107,nt,nt,106,100,101,99,112,105
O=C(O)c1ccc([N+](=O)[O-])cc1S(=O)(=O)O,98,99,104,112,96,106,118,105,105
N=c1c(S(=O)(=O)c2ccccc2)cc2c(=O)n3ccccc3nc2n1Cc1ccco1,104,115,105,121,101,100,100,104,98
Cc1cc(F)ccc1/C=C1\Cc2cc3c(cc2C1=O)OCO3,95,94,75,113,70,73,91,75,91
OCCCc1n(Cc2ccc3ccccc3n2)c2ccccc2[n+]1Cc1ccc2ccccc2n1,79,62,77,56,102,109,94,100,71
Cc1cc(=O)n2n1-c1ccccc1NC(=O)C2,95,86,107,108,97,104,93,107,105
CC(C)(CO)NC(Cc1ccccc1)c1ccccc1 (centres undefined),100,94,90,89,83,98,79,105,99
CSC(c1ccccc1)=[N+]1CCOCC1,107,99,106,105,93,98,90,114,112
O=c1cc(C(F)(F)F)c2cc(-c3cc4ccccc4c(=O)o3)c(O)cc2o1,93,106,77,107,72,90,76,86,68
O=C(N=Nc1c(O)[nH]c2ccccc12)Nc1ccc(F)cc1,100,102,86,103,82,97,91,89,97
Cn1ncc2cc(CN3CCC(OCc4ccc(Cl)c(F)c4)CC3)ccc21,104,95,100,103,94,92,97,95,103
O=c1[nH]c2cc(Cl)c(Cl)cc2n2cc3ncccc3c12,88,68,78,90,71,86,67,53,87
CC(=O)c1ccc(-c2cc3ccccc3oc2=O)nc1C,114,115,104,121,107,98,94,102,101
O=C1C=CC(=O)N1c1ccc(Cl)cc1Cl,111,106,106,63,99,100,95,80,104
Cc1ccc(S(=O)(=O)NNC(=O)C2CCC(=O)N2)cc1 (centres undefined),102,106,86,103,104,105,100,102,109
N#Cc1c(-c2ccccc2)cc(-c2ccc(Nc3nc(Nc4ccc(F)cc4)nc(Nc4ccc(F)cc4)n3)cc2)nc1N,52,94,95,82,71,100,87,94,92
O=Cc1c(Cl)[nH]c2ccc(-c3nc4sccn4c3C=O)cc12,106,99,100,103,91,90,102,104,102

# The listing continues.
SMILES,HCC-2998,HT29,KM12,COLO 205,HCT-116,HCT-15,SNB-75,SW-620,SNB-19
NC(CSC(c1ccccc1)(c1ccccc1)c1cccc2ccccc12)C(=O)O (centres undefined),103,113,92,108,86,102,88,98,85
Nc1nc2c(ncn2[C@@H]2O[C@H](C(=O)NO)[C@@H](O)[C@H]2O)c(=O)[nH]1,112,102,108,nt,108,107,118,107,99
CS(=O)(=O)Oc1ccc(-c2ccc3sccc3c2)cc1,102,101,106,116,106,98,118,105,108
COc1cc(/C=C2/SC(=O)N(c3nc(N4CCCC4)nc(N4CCCC4)n3)C2=O)cc(OC)c1OC,114,107,101,113,83,84,69,95,102
O=C(CCl)NC1c2ccccc2Oc2ccccc21,111,81,83,103,46,51,75,57,94
CC1(C)CC(=O)C2=C(C1)OC1=C(C(=O)CC(C)(C)C1)C2c1ccc(OCc2cn(-c3ccc(F)cc3F)nn2)cc1,122,97,90,101,92,105,104,118,100
O=C(N/N=C/c1cc[nH]c1)c1cn(C2CC2)c2cc(N3CCNCC3)c(F)cc2c1=O,102,105,101,112,106,100,93,99,98
Nc1nc2c(ncn2COC(CO)CO)c(=O)[nH]1,110,96,104,117,99,102,82,109,111
COC(=O)c1ccc2c(c1)C(=O)N(CCc1ccc(S(N)(=O)=O)cc1)C2=O,89,108,96,111,97,96,90,92,101
Cc1cc(C)c2c(ccc3ccccc32)n1,105,94,118,128,99,96,85,104,88
COc1cc(-c2nc3ccccc3c(=O)[nH]2)ccc1OCC(=O)N=Nc1c(O)[nH]c2ccc([N+](=O)[O-])cc12,99,97,103,96,103,106,nt,110,101
COC(=O)Nc1ccc(NC(=O)OC)c2c1C(=O)c1ccccc1C2=O,70,76,64,89,95,77,83,81,98
N#Cc1c(-c2ccccc2Br)cc(-c2cccnc2)[nH]c1=O,116,109,100,109,101,101,98,109,101
c1ccc2sc(-c3ccncc3)nc2c1,97,94,99,112,99,90,88,97,87
COc1ccc(OC(=O)OCc2ccccc2)cc1,nt,94,91,105,107,97,99,108,108
CC(=O)C1CCC2C3CC=C4CC(=O)CC5OC(CC12C)C3C45C (centres undefined),116,104,103,122,90,94,92,114,100
COc1ccc(-c2nc3cnccn3c2NC(C)(C)CC(C)(C)C)cc1O,107,102,100,98,86,88,51,107,92
N#Cc1nc(CC(=O)c2ccc(Cl)cc2Cl)c(CC(=O)c2ccc(Cl)cc2Cl)nc1C#N,116,106,99,109,95,100,94,95,nt
CC(C)/C=C/CC[C@](C)(O)[C@H]1CC[C@]2(C)[C@@H]1CC[C@@H]1[C@@]3(C)C/C(=C/c4cccc(C(F)(F)F)c4)C(=O)C(C)(C)[C@@H]3CC[C@]12C,104,97,100,113,76,91,63,93,92
Cc1ccc(N)c(C(=O)Nc2cc(C)no2)c1,93,122,104,134,92,118,114,110,92
